# D2 antagonist – antagonizes the human D2 dopamine receptor; P14416; inhibition, % at 10 µM; HEK293 TREx D2 cells, calcium flux, dopamine EC80; actives 2% (n = 340,000); in the data active means inhibition above about 30%; further: 0% is about no effect
# Target sequence (P14416 whole entry, looked up): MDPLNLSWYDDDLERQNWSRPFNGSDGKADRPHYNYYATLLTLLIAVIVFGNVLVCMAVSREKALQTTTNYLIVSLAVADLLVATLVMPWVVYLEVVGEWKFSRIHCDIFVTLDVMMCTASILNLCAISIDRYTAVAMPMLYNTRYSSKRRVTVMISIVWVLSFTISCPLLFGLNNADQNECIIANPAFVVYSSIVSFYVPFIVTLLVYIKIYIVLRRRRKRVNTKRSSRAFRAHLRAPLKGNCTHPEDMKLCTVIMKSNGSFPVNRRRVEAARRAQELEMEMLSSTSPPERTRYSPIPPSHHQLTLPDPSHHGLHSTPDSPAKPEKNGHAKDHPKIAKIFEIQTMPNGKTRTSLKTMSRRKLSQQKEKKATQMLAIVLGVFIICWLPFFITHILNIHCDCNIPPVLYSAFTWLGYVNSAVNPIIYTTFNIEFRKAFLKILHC
#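 Tetracycline-induced HEK293 T-REx cells expressing D2 force-coupled to calcium signalling were dye-loaded, exposed to compound for 180 s, then challenged with an EC80 of dopamine; calcium flux was followed kinetically for a further 180 s.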
# Vif-APOBEC3G blk – inhibitors of Vif-APOBEC3G interaction; actives 0.076% (n = 410,000); HeLa A3G-eYFP + Vif (tagged APOBEC3G with the HIV-1 protein that degrades it), YFP fluorescence, overnight; AID 602310; Potency, µM (doses to about 46.1 µM), for the others: at the highest dose activity, negative = active, usual class: inhibitors;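 further: potency means the concentration at half of the fitted maximal effect; on the % scale 0 is the no-effect control and ±100 the full control effect; nearly all actives have a fitted effect of over 60% in size; hits raise eYFP signal because A3G escapes Vif-driven loss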
# Target sequence (Q9HC16 whole entry, looked up): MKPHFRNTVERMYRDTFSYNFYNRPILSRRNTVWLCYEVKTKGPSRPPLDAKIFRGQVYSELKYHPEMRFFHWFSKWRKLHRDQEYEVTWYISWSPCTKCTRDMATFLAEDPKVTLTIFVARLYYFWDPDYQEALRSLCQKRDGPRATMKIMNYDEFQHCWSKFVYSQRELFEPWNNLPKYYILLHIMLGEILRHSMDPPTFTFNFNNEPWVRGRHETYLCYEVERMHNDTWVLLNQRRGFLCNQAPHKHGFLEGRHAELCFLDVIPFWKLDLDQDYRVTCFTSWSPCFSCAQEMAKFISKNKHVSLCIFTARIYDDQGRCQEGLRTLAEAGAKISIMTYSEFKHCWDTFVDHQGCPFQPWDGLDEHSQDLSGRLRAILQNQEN
#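 HeLa cells stably expressing Vif and C-terminally eYFP-tagged A3G, seeded overnight at 37 deg C, then exposed to compound by pintool overnight at 37 deg C. Rise in yellow fluorescence (Ex 488/Em 500-530, Acumen) marks blocked Vif-driven A3G degradation.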
# D2 ag – D2 dopamine receptor (human) agonism. HEK293 T-REx D2 cells, calcium flux agonist mode. activation, % at 2 µM. actives 0.53% (n = 340,000). AID 485358;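 active means activation over 3 SD above normal in the single-dose calcium agonist read, cut at about 30% in these data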; further: 0% is about no effect
#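 Tetracycline-induced HEK293 Trex cells with D2 receptor force-coupled to calcium signaling, plated overnight at 30 C and loaded with no-wash calcium dye. Calcium flux read kinetically for 180 s after compound addition; responses flag agonists.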
# ERG-DNA inh – ERG Ets/DNA interaction inhibition; actives 0.028% (n = 370,000); Potency, µM (series often up to 76.9 µM), for the others: at the highest dose FP activity, negative = inhibition, usual class: inhibitors; P11308; fluorescence polarization, His-ERG Ets domain / labelled DNA; active means well fitted inhibition curve with a large enough effect in the polarisation, with a control signal flat; inconclusive means small, poorly fitted or top-dose-only effect, or effect the other way, or a change in a side signal; inactive means no such curve, though single readings can be large or run the other way; the % refers to the polarisation;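 further: polarization taken with two DNA probes labelled with fluorescein and Texas red; potency means the concentration at half of the fitted maximal effect; % of control where 0% means no effect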
#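 His-tagged ERG Ets domain (1 uM in the protein solution; 300mM KCl, 50mM Tris-HCl, 1mM EDTA, 1mM DTT, pH 7.5) received compound, then a probe mix of 5 nM fluorescein-DNA and 100nM Texas-615-DNA. Fluorescence polarization was read for both dyes.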
# LDHA block – LDHA (human) enzyme inhibition; purified LDHA, NADH/diaphorase-resazurin fluorescence; hits give low values; activity change, % (values are at about 110 or 230 µM); actives 0.15% (n = 480,000); in the data active means activity change below about -30%; inconclusive means mostly about -25% to -30%;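 further: plate controls were DMSO wells for no effect and wells without enzyme for full effect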
#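 Remaining NADH was detected by diaphorase (0.133 mg/mL) converting 37 µM resazurin to fluorescent resorufin, read at 0 and 20 minutes. The preceding 5-minute room-temperature reaction used 2 nM LDHA, 0.2 mM sodium pyruvate and 0.06 mM NADH at pH 7.4.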
# Glioma ERSR ind – induces the endoplasmic reticulum stress response in human glioma cells; AID 602332; U87-MG GRP78 promoter luciferase reporter, 16 h; Potency, µM, for inactives: top-dose activation, hits mostly activators; actives 0.02% (n = 420,000); further: potency means the concentration at half of the fitted maximal effect; series mostly up to about 76 µM; % of control where 0% means no effect; nearly all actives have a fitted effect of over 35% in size
#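 Stably transfected U87-MG glioma cells carrying a GRP78-based luciferase sensor; 16 h compound incubation. Luminescence end-point read 10 min after Bright-Glo addition at room temperature.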
# Vif-A3F inh – inhibitors of Vif-A3F interaction | Potency, µM (top dose mostly 46.1 µM), inactives show at the highest dose activity, negative = active | actives 0.2% (n = 390,000) | AID 602313 | HeLa A3F-eYFP + Vif (tagged APOBEC3F with the HIV-1 protein that degrades it), YFP fluorescence increase; further: potency means the concentration at half of the fitted maximal effect; % of control where 0% means no effect; nearly all actives have a fitted effect of over 65% in size
#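 Fluorescence increase (Ex 488/Em 500-530) after overnight compound treatment at 37 deg C flags inhibition of Vif-driven A3F-eYFP loss in stable HeLa A3F-eYFP/Vif cells seeded overnight beforehand.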
# ALOX12 inh – ALOX12 (human) lipoxygenase inhibition | purified 12hLO, xylenol orange hydroperoxide absorbance | Potency, µM (series often up to 108 µM), without a hit: top-dose activity change, negative = inhibition, most hits filed as inhibitors | actives 1.1% (n = 580,000) | P18054; further: potency means the concentration at half of the fitted maximal effect; on the % scale 0 is the no-effect control and ±100 the full control effect
#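 Purified human 12hLO at 150 nM in 25 mM Hepes, 0.01% Triton X-100, pH 7.0, preincubated 15 min at room temperature with compound. Reaction started with 40 uM arachidonic acid, 30 min at room temperature. Hydroperoxide measured by Fe-xylenol orange, 573/405 nm absorbance ratio.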
# RGS4 inh – blocks human RGS4-accelerated GTP hydrolysis. Transcreener GDP fluorescence polarization, RGS4-accelerated GTP hydrolysis. Potency, µM (doses to about 114 µM), for the others: top-dose activity change, negative = inhibition, usual class: inhibitors. actives 0.039% (n = 390,000); further: potency means the concentration at half of the fitted maximal effect; on the % scale 0 is the no-effect control and ±100 the full control effect; nearly all actives have a fitted effect of over 75% in size; some results filed as inactive show a strong effect at the top dose
# Target sequence (P49798 whole entry, looked up): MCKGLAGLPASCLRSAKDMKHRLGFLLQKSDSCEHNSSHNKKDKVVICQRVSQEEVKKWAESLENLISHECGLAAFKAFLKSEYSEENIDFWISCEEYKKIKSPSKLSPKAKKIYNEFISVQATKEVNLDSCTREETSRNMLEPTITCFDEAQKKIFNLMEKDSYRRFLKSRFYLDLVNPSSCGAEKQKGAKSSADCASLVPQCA
#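 MLSMR compounds (23 nl, pin-transferred) preincubated 10 min at room temperature with a 500nM (2x) first reagent, then RGS4 at 900nM (2x) plus Transcreener GDP mix added; fluorescence polarization (620/688 nm) read before and after 90 min at 30 °C.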
# The depositor's hits bear a star; i = inactive; u = inconclusive; x = not tested or not shown; & = joins results of further samples; [ ] = another dose, or the depositor's remark. Unless noted, the call rests on the fitted dose curve; in most records, active means well fitted curve in the direction sought with a large enough effect; inconclusive means small, poorly fitted or top-dose-only effect, or another doubt; inactive means no such curve, though single readings can be large; an effect the other way counts as inactive or inconclusive. Some of the compounds tested, so the mix of outcomes need not match the whole.
SMILES,D2 antagonist,Vif-APOBEC3G blk,D2 ag,ERG-DNA inh,LDHA block,Glioma ERSR ind,Vif-A3F inh,ALOX12 inh,RGS4 inh
Cc1cc(N)nc2nc(C(F)(F)F)nn12,-9.1,-1.9%,-0.3,1.6%,-5.3,-3.9%,3.7%,1.3%,7.6%
Cn1c(SCC(=O)NCc2ccco2)nnc1-c1ccc(S(=O)(=O)N2CCOCC2)cc1,7.4,-1.2%,-1.3,11.1%,2.0,-4.6%,-1.6%,0.3%,-13.8%
O=c1[nH]c(=O)n([C@@H]2O[C@H](CO)[C@@H](O)[C@H]2O)cc1F,x,u,x,x,-7.3,-6.0%&-5.9%,x,x,i
Cc1cc[n+](-c2[nH]c(=O)sc2/C=N/N=C(\[O-])CCn2c3ccccc3c3ccccc32)cc1,-14.8,1.6%,-0.5,-0.9%,-3.2,-3.8%,9.6%,159.3%[activator],18.4%
O=c1[nH]c2ccc(N=Cc3c(O)ccc4cc(Br)ccc34)cc2[nH]1,-0.6,-2.0%,4.5,-4.5%,11.5,-3.9%,0.2%,-27.3%,-10.0%
O=C(COC(=O)c1cccc(-n2cnnn2)c1)c1ccc(F)cc1,5.6,0.7%,0.1,0.4%,-0.2,-0.4%,4.9%,u,14.9%
O=C(Nc1ccccc1C(=O)O)c1ccc(N2C(=O)C3CC=CCC3C2=O)cc1 (stereo not drawn),-4.5,4.6%,-0.5,-3.2%,-4.0,-7.1%,15.6%,-3.8%,-2.5%
CCn1c(=O)c2cc(C(=O)N3CCN(c4cccc(Cl)c4)CC3)sc2c2ccccc21,x,1.6%,-0.9,0.1%,3.6,-1.4%,-5.8%,0.0%,-19.6%
Cc1ccc(CNC(=O)Cn2ccc(NC(=O)OCc3ccccc3)nc2=O)o1,-9.1,2.0%,0.6,-6.1%,-0.8,-3.6%,4.7%,12.0%,-1.2%
O=C(CN1C(=O)C2CC=CCC2C1=O)Nc1ccccc1N1CCCC1 (stereo not drawn),-17.1,-0.6%,1.8,5.7%,3.7,-1.3%,-24.6%,15.3%,-17.8%
CC[C@]12c3[nH]c4cc(CCC(=O)N(C)C)ccc4c3CCN1C(=O)[C@@H](CC(=O)NC/C=C(\C)CCC=C(C)C)C[C@@H]2C(=O)N1CCN(C(=O)c2ccco2)CC1,x,-11.3%,x,-4.5%,-11.1,-4.2%,7.2%,x,-10.7%
O=C1N[C@H]2CC=C[C@H]2Nc2ccccc21,x,0.1%,x,-11.5%,4.2,-1.7%,u,u,-5.4%
Cc1ccc(C(=O)NS(=O)(=O)c2ccc(C)cc2)cc1,1.5,0.8%,0.0,-3.8%,-4.6,-3.9%,2.7%,-20.3%,20.2%
CCOC(=O)c1cc(NC(=O)Cc2ccc(S(=O)(=O)N3CCOCC3)s2)cc(C(=O)OCC)c1,1.3,-5.7%,-0.2,7.4%,-1.3,-4.2%,0.5%,-29.8%,-20.9%
CC(=O)NC(Cc1ccccc1)C(=O)NC(Cc1ccccc1)C(=O)O (stereo not drawn),10.9,-0.3%,0.5,u,-1.6,-4.4%,10.8%,u,-16.2%
O=C1CCC(=O)N1CN(C(=O)c1ccco1)c1ccccc1,1.7,0.8%,-0.1,-4.6%,-10.2,-4.6%,0.0%,0.0%,4.8%
CCOc1cc(/C=C2/SC(=S)N(Cc3ccccc3)C2=O)ccc1O,-9.2,u,19.5,152.3%[activator],-10.0,4.2%,u,u,-9.4%
COc1ccc(C(=O)Nc2cc(C)c(O)c(-c3nc4ccccc4s3)c2)cc1OC,x,1.8%,-0.2,-8.3%,0.0,-4.6%,-0.8%,0.0%,-10.1%
Cc1cc(C)c(C)c(S(=O)(=O)NCc2ccc(C(=O)N3CCCCC3)cc2)c1C,-0.9,0.2%,0.6,-15.8%,6.3,4.1%,-15.0%,62.0%[activator],-16.5%[11.4 µM]
COC(=O)c1ccccc1S(=O)(=O)NC(=O)c1ccccc1,1.9,-0.1%,1.5,3.8%,-2.0,-1.4%,-20.1%,u,-19.9%
CCCCn1nc(C(=O)N2CCN(S(=O)(=O)c3ccccc3)CC2)c2ccccc2c1=O,-3.6,1.0%,0.3,4.4%,-10.1,-1.9%,7.7%,1.4%,5.9%
CCOC(=O)c1sc(C)c2c(=O)n(CCc3ccccc3)nnc12,-6.0,-1.4%,-0.9,8.5%,-5.8,-5.5%,x,1.6%,7.2%
CC1CCN(CCCNC(=O)C2CCN(S(=O)(=O)N3CCCCC3)CC2)CC1,-13.3,4.4%,0.9,x,-15.6,-3.7%,-1.1%,9.4%,10.1%
Cc1ccc(Cn2c(C)c(CNCCCc3ccccc3)c(C(=O)O)c2C)cc1,x,6.3%,-1.1,2.7%,-0.5,-2.1%,2.4%,u,-29.3%
CCCC(=O)c1cc(F)c(N2CCN(CCC#N)CC2)cc1C,-25.7,1.3%,2.1,-2.7%,-5.1,0.3%,x,-19.8%,0.5%
CN(C)c1ccc(C2CNC(c3ccc(Cl)c([N+](=O)[O-])c3)c3[nH]c4ccccc4c32)cc1 (stereo not drawn),-11.4,-4.6%,-0.5,3.3%,1.5,-2.4%,-8.1%,-17.6%,-15.2%
COc1ccc(NC(=O)Cn2nnc(-c3ccccc3NC(=O)c3cccs3)n2)cc1,-10.0,u,0.9,-1.7%,-6.1,-3.2%,-24.5%,10.8%,-7.1%
COc1ccccc1NC(=O)C1CCC(CNc2c(N3CCCCC3)c(=O)c2=O)CC1 (stereo not drawn),23.1,-8.7%,-0.2,-5.4%,-10.1,-0.3%,0.5%,3.7%,14.7%
COc1ccc(C(=O)Nc2ccccc2-c2nc3ccccc3s2)c(OC)c1,x,-1.9%,0.1,-2.6%,-16.2,-7.9%,-0.9%,8.0%,-30.5%
COC(=O)[C@@H](Cc1ccccc1)NC(=O)CC[C@H]1O[C@@H](n2cc(C)c(=O)[nH]c2=O)C[C@@H]1O,x,5.6%,x,-11.0%,0.0,-1.1%,10.4%,-3.0%,-14.5%
Cn1ccc(C(=O)OCC(=O)Nc2cccc3ccccc23)n1,-10.6,-2.2%,0.2,-7.7%,-12.0,4.6%,-0.2%,324.0%[activator],12.0%
COc1ccc(-c2cn3nc(N4CCC(C(=O)Nc5cc(Cl)ccc5C)CC4)sc3n2)cc1,x,2.6%,0.2,-1.2%,-13.0,0.2%,4.0%,0.0%,4.1%
C=CCNC(=O)c1onc(CSc2ccc(F)c(F)c2)c1C(=O)O,-9.0,-5.8%,0.3,8.6%,-5.1,-3.9%,1.3%,-24.4%,16.9%
CNC(=O)c1c(NC(=O)c2ccco2)sc2c1CCCC2,12.8,-4.5%,0.9,-7.8%,-3.7,-3.6%,0.1%,-2.6%,-0.5%
Cc1ccc(S(=O)(=O)Nc2cccc(C(=O)NCC3(N4CCCCC4)CCCCC3)c2)cc1F,-3.2,2.2%,-0.1,14.1%,-7.9,-0.9%,-4.8%,-42.7%,0.5%
COC(=O)c1ccccc1NC(=O)CSc1nncn1-c1cccnc1,-18.1,0.4%,-0.4,4.2%,-9.7,3.9%,0.9%,9.3%,8.6%
Cc1ccc(S(=O)(=O)N2CCN(C(=O)CSc3nc4ccccc4c(=O)[nH]3)CC2)c(C)c1,-7.9,1.2%,-1.3,0.6%,0.8,-2.3%,x,0.5%,0.3%
O=C1c2cc(Br)ccc2N(Cc2ccc(Br)cc2)S(=O)(=O)C1c1cc(Cl)c(Cl)cc1[N+](=O)[O-] (stereo not drawn),x,5.1%,x,-2.2%,-43.3*,-4.2%,-3.7%,x,1.0%
O=C(Cc1ccc(-c2ccccc2)cc1)NNC(=S)NCc1ccco1,3.3,0.3%,-0.8,1.2%,-10.7,-2.9%,-3.2%,14.4%,-28.2%
CCN1C(=O)/C(=C\c2ccc(F)cc2)N=C1SCC(=O)NCc1ccco1,6.5,-0.2%,0.4,3.5%,-2.7,-5.1%,5.0%,-7.4%,1.8%
CCCCCC[n+]1c(-c2ccccc2)csc1Nc1ccccc1,23.0,0.0%,0.4,-2.1%,-0.1,0.7%,-4.9%,-25.8%,-0.6%
Cc1ccc(NS(=O)(=O)c2cc(-c3cc(C)no3)ccc2C)c(Cl)c1,x,-17.3%,-0.2,2.9%,-0.4,-1.1%,2.3%,u,5.5%
Cc1cc2oc(=O)c3c(c2cc1OCc1nn[nH]n1)CCCC3,9.7,2.2%,0.6,-6.3%,0.2,-3.5%,1.3%,0.0%,24.7%
COC(=O)COc1ccc(S(=O)(=O)Nc2ccc3c(c2)OCO3)cc1,-10.9,-1.2%,0.2,x,10.3,-2.3%,0.3%,16.6%,12.5%
CCc1ccc(NC(=O)C(C)OC(=O)C2CCN(c3ccc(C(F)(F)F)cn3)CC2)cc1 (stereo not drawn),8.6,2.9%,0.7,4.6%,-2.5,-1.5%,0.1%,-16.3%,-2.4%
CCCNC(=O)Cc1c(O)c2ccccc2[nH]c1=O,-3.0,4.3%,-0.1,7.2%,2.5,-4.1%,3.4%,26.6%,-20.9%

# High-throughput results deposited in PubChem by National Center for Advancing Translational Sciences (NCATS).
